HttQ103 aggreg: qHTS Multiplex Assay to Identify Dual Action Probes in a Cell Model of Huntington: Aggregate Formation (GFP) | PC12 HttQ103-GFP aggregates, Acumen cytometry, 40 h | 220,000 tested, 1.1% active | AID 1688, 2009 | Potency, µM (highest dose often 46.1 µM), for inactives: at the top dose activity change, negative = inhibition, most hits filed as inhibitors; note: potency is the fitted concentration of half-maximal effect; % is set by controls: 0 for no effect and ±100 for the full control effect; nearly all actives have a fitted effect of over 60% in size
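Using laser scanning cytometry, GFP-positive aggregates were counted after lysis of PC12 cells induced with 100 nM tebufenozide to express HTT exon 1 Q103–GFP. Compounds were tested in titration.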
GAA spleen mod: qHTS Assay for Inhibitors and Activators of Human alpha-Glucosidase From Spleen Homogenate. AID 2112, 2009. human spleen homogenate, 4-MU-alpha-glucoside fluorescence. Potency, µM (top dose mostly 79.9 µM), without a hit: at the top dose activity change, negative = inhibition, actives largely listed as inhibitors. 240,000 tested, 0.006% active. Lysosomal alpha-glucosidase (Homo sapiens), P10253;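 note: potency is the fitted concentration of half-maximal effect; 0% = enzyme with vehicle and -100% = no enzyme basal signal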
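AC50 values come from Hill-equation fits of concentration-response data, normalized to no-enzyme and full-activity controls. Enzyme source: 1 ug human spleen homogenate; 1 mM fluorogenic 4-MU glucoside, pH 5.0 citrate buffer, 37 C, 40 min.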
HTT cytoprotect: qHTS Multiplex Assay to Identify Dual Action Probes in a Cell Model of Huntington: Cytoprotection (ATP); PC12 HTT-Q103 induced, cytoprotection, ATP luminescence, 40 h; Potency, µM (series often up to 56.4 µM), inactives show cytoprotection (ATP increase), hits mostly activators; 230,000 tested, 0.14% active; AID 1471, 2008;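 note: potency is the fitted concentration of half-maximal effect; % of control where 0% means no effect; nearly all actives have a fitted effect of over 45% in size; toxic huntingtin expression switched on by the ecdysone agonist tebufenozide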
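PC12 cells with ecdysone-inducible HTT exon 1 Q103-GFP, induced with 100 nM tebufenozide and co-treated with library compounds in a dose series (1536-well, 1500 cells/well). Cytoprotection read as ATP content by ATPlite luminescence.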
GAA inh: qHTS Assay for Inhibitors of Human alpha-Glucosidase as a Potential Chaperone Treatment of Pompe Disease. Lysosomal alpha-glucosidase (Homo sapiens), P10253. purified human GAA, 4-MU-alpha-glucoside fluorescence. Potency, µM (series often up to 76.9 µM), for inactives: at the top dose activity change, negative = inhibition, actives largely listed as inhibitors. 200,000 tested, 0.005% active. AID 1466, 2008;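 note: potency is the fitted concentration of half-maximal effect; plate controls were uninhibited enzyme wells for no effect and no-enzyme background for full effect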
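Fluorogenic assay: 4 nM human alpha-glucosidase with 400 uM 4-methylumbelliferyl-alpha-D-pyranoside in 50 mM citrate/phosphate, 0.005% Tween-20, pH 5.0, 20 min at room temperature. Compounds tested up to 77 uM; AC50 from Hill fits.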
CBFb RUNX1 block: qHTS Assay for Compounds Blocking the Interaction Between CBF-beta and RUNX1 for the Treatment of Acute Myeloid Leukemia. 230,000 tested, under 10 active. Runt-related transcription factor 1 (Homo sapiens) + Core-binding factor subunit beta …. Potency, µM (top dose mostly 59.8 µM), without a hit: at the top dose activity, negative = inhibition, actives largely listed as inhibitors. AlphaScreen CBFb-His/RUNX1-biotin binding, biochemical; note: % of control where 0% means no effect
Target sequence (Q01196 whole entry, looked up): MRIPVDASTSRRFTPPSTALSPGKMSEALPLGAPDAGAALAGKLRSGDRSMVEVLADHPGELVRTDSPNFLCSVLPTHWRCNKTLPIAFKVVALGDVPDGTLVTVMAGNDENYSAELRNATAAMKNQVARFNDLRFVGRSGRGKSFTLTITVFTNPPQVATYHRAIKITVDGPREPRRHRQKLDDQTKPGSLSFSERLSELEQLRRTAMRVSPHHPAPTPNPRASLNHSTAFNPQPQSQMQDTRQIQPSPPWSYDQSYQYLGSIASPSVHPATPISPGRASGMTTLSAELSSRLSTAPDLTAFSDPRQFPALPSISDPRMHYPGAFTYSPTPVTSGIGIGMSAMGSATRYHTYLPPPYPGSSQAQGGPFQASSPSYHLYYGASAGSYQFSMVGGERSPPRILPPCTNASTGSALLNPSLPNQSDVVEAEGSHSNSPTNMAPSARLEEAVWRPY
Target sequence (Q13951 whole entry, looked up): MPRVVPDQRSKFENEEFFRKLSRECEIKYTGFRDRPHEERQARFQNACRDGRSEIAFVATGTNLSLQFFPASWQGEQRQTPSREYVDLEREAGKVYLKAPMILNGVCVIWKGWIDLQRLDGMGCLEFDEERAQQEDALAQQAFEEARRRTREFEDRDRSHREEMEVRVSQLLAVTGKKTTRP
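CBF-beta (His) and RUNX1 (biotin), 30 nM each; 20 min preassociation; + compound, 15 min; + beads 50 ng each (Ni, streptavidin), 90 min; RT; AlphaScreen read.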
Lamin A splicing: qHTS Assay for Modulators of Lamin A Splicing. HeLa LMNA splicing GFP/RFP minigene ratio, 48 h. Potency, µM (doses to about 46.1 µM), inactives show top-dose ratio change, negative = inhibition, usual class: inhibitors. 200,000 tested, 0.01% active; active = well fitted inhibition curve with a large enough effect in the signal ratio, with a control signal flat, not every such curve was filed as active; inconclusive = small, poorly fitted or top-dose-only effect, or effect the other way, or a change in a side signal; the % refers to the signal ratio; note: potency is the fitted concentration of half-maximal effect; % is set by controls: 0 for no effect and ±100 for the full control effect
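S3 HeLa cells stably expressing lamin A-EGFP splicing minigene plus DsRed2, 600 cells/well, 48 h compound exposure at 37C. Laser-scanning cytometry; analysed as GFP (500-530 nm)/RFP (575-640 nm) total intensity ratio; 0.5% DMSO vehicle.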
GAA glycogen: qHTS Assay for Inhibitors and Activators of Human alpha-Glucosidase Cleavage of Glycogen; Lysosomal alpha-glucosidase (Homo sapiens), P10253; recombinant GAA, glycogen substrate, Amplex Red glucose oxidase fluorescence; Potency, µM (series often up to 76.4 µM), for inactives: at the top dose activity change, negative = inhibition, actives largely listed as inhibitors; 300,000 tested, 0.38% active; AID 2100, 2009;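 note: potency is the fitted concentration of half-maximal effect; 0% = full enzyme reaction and -100% = no-enzyme basal signal; the screen sought inhibitors and activators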
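Natural-substrate format: glycogen cleavage by 4 nM human enzyme, glucose read by Amplex Red coupling (Ex 573, Em 610 nm). Normalized to enzyme and no-enzyme controls.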
Numbers without * were called inactive; ? = inconclusive; . = no result given; & = joins results of further samples; [ ] = another dose, or the depositor's remark. Unless noted, calls come from the whole dose curve; as a rule, active = well fitted curve in the direction sought with a large enough effect; inconclusive = small, poorly fitted or top-dose-only effect, or another doubt; inactive = no such curve, though single readings can be large; an effect the other way counts as inactive or inconclusive.

compound | HttQ103 aggreg | GAA spleen mod | HTT cytoprotect | GAA inh | CBFb RUNX1 block | Lamin A splicing | GAA glycogen
NC(=O)C1CCN(C(=O)CSc2nc3ccccc3s2)CC1 | 19% | 2% | 10% | 3% | 5% | -1% | -15%
CCCc1nc2oc3c(NCCCN(C)C)ncnc3c2c2c1CCCC2 | -6%[9.22 µM] | 2% | -28%[10 µM] | . | -6% | . | -1%
Cc1sc2nc(COC(=O)c3ccc(Cl)c(N)c3)[nH]c(=O)c2c1C | -6%[9.22 µM] | -4% | -8%[10 µM] | . | 2% | . | 3%
Cc1oc(-c2cc(F)ccc2F)nc1CN(C)Cc1ccc2nccnc2c1 | -13%[9.22 µM] | -10% | 1%[10 µM] | ? | -3% | 11%[46 µM] | 16%
O=[N+]([O-])c1cccnc1N1CCN(c2ccccc2F)CC1 | -17% | 1% | 7%[10 µM] | 3% | -17% | -4%[46 µM] | 5%
COc1ccc(C(=O)CC(c2ccccc2)S(=O)(=O)c2ccc(C)cc2)cc1 (stereo not drawn) | 7% | -1% | . | 5% | 0% | 2% | -1%
COc1ccc(-c2nc3c(c4c2C[C@H](c2ccccc2)OC4)CN(S(=O)(=O)c2c(C)noc2C)CC3)c(C)c1 | . | 5%[17.4 µM] | -10%[10 µM] | . | 2%[13.1 µM] | 9%[9.22 µM] | .
COc1ccccc1C/C(N)=N/OC(=O)COc1cccc(C)c1 | 2% | 2% | 8%[10 µM] | -6% | ? | 5% | -13%
CC(=O)c1sc(Nc2ccc(C)cc2)nc1C | -4% | -3% | -13% | -1% | 6% | 9%[46 µM] | 6%
FC(F)Oc1cccc(NC(=S)N2CCN(c3ccccn3)CC2)c1 | 3% | 2% | -25% | -24% | -4% | . | 0%
Cc1ccc2cc(CN(CC3CCCO3)C(=O)C(C)C)c(=O)[nH]c2c1 (stereo not drawn) | 14% | -7% | 27%[10 µM] | 3% | 4% | -13% | 0%
COC(=O)c1ccc(CNC(=O)c2c3c(nc4ccccc24)CCN(Cc2ccccc2)C3)cc1 | 2% | 3% | 8%[10 µM] | 2% | 0% | 2% | 11%
Cn1c(=O)[nH]c(=O)c2c1nc(Br)n2CCC(=O)c1ccccc1 | -5% | 0% | 9%[10 µM] | -6% | 17% | 3% | -7%
O=C(NCCc1c[nH]c2ccccc12)C1CCC(Cn2c(=S)[nH]c3ccccc3c2=O)CC1 (stereo not drawn) | ? | -3% | -26%[10 µM] | 7% | -6% | -17% | -3%
CN(C)S(=O)(=O)N1CCN(CC(O)COc2ccc(C(=O)c3ccccc3)cc2)CC1 (stereo not drawn) | 1% | -4% | -15% | -2% | 1% | ? | -2%
Cc1nc(C)n(CC(=O)N2CCCC(C(=O)c3ccc(C(F)(F)F)cc3)C2)n1 (stereo not drawn) | 6%[9.22 µM] | 0% | 17%[10 µM] | . | 16% | . | -2%
O=C(C[n+]1cc(-c2ccc(F)cc2)n2c1CCC2)N1c2ccccc2Sc2ccccc21 | -19% | 1% | -6%[10 µM] | -4% | 0% | ? | 6%
O=C(O)c1cccc(S(=O)(=O)Nc2ccc(O)cc2Sc2nc3ccccc3s2)c1 | 2% | -2% | 8%[10 µM] | ? | -4% | -1% | ?
Cc1cc(Oc2ccc(C#N)cc2)nc(N2CCOCC2)n1 | 8% | -3% | -20% | -2% | 6% | ? | 11%
Cc1cc2cc(CNC(=S)Nc3ccc(OC(F)(F)F)cc3)ccc2n1C | 20% | -3% | . | -5%[15.4 µM] | -2% | ? | -5%
COc1cc(NC(=O)Cn2ccsc2=N)c(C)cc1[N+](=O)[O-] | 5%[9.22 µM] | -17% | -12%[10 µM] | . | 9% | . | -7%
COC(=O)c1sccc1-n1cccc1C(=O)C(=O)Nc1ccc(F)cc1 | 4%[9.22 µM] | 6% | -23% | 9% | -8% | . | 13%
COc1c(C)cc(C(=O)C2CCCN(C(=O)Cn3ccc(C)n3)C2)cc1C (stereo not drawn) | -19%[9.22 µM] | 3% | 36%[10 µM] | -2% | -2% | ? | 4%
Cc1csc(NC(=O)CSc2nc3ccccc3c3c2CCCC3)n1 | -14% | -6% | 1%[10 µM] | -2% | -3% | 4% | 17%
CCn1c(SCC(=O)Nc2nc(-c3ccc(C)cc3)cs2)nnc1-c1ccccc1O | ? | -1% | 12%[10 µM] | -8% | 0% | ? | -2%
Cc1cccn2c(=O)c(/C=C(\C#N)C(=O)NCc3ccco3)c(N3CCCCCC3)nc12 | -18%[9.22 µM] | 2% | 9%[10 µM] | . | -17% | . | 2%
Cc1ccc(-n2c(O)c(C=NC3CCS(=O)(=O)C3)c3ccccc3c2=O)c(C)c1 (stereo not drawn) | -2%[9.22 µM] | -4% | 9%[10 µM] | -6% | -3% | . | -1%
C=CCN(CC=C)CCOc1cccc2ccccc12 | -9% | 0% | 6%[10 µM] | -16% | 0% | 10% | -3%
O=C(CN1CCC(NC(=O)c2ccccc2Cl)CC1)NCc1ccco1 | -1%[9.22 µM] | 2% | ? | 10% | 2% | 4%[46 µM] | -5%
Cc1cccc(C2=N/C(=C\c3cccs3)C(=O)O2)c1 | -8% | . | -15% | -2% | 9% | 11%[46 µM] | 9%

Compounds listed so far that have a Cl atom, in the order listed:
compound | HttQ103 aggreg | GAA spleen mod | HTT cytoprotect | GAA inh | CBFb RUNX1 block | Lamin A splicing | GAA glycogen
Cc1sc2nc(COC(=O)c3ccc(Cl)c(N)c3)[nH]c(=O)c2c1C | -6%[9.22 µM] | -4% | -8%[10 µM] | . | 2% | . | 3%
O=C(CN1CCC(NC(=O)c2ccccc2Cl)CC1)NCc1ccco1 | -1%[9.22 µM] | 2% | ? | 10% | 2% | 4%[46 µM] | -5%

(continued)
compound | HttQ103 aggreg | GAA spleen mod | HTT cytoprotect | GAA inh | CBFb RUNX1 block | Lamin A splicing | GAA glycogen
N#C/C(=N\Nc1c(Cl)cccc1Cl)C(=O)NN | -18% | -6% | -13% | -3% | -24% | ? | ?
COc1nccnc1NS(=O)(=O)c1ccc(NC(=S)NC(=O)c2ccccc2)cc1 | 4% | -4% | 23%[10 µM] | -1% | -2% | -15% | 17%
C#Cc1ccc(C(=O)NCc2ccc(N3CCCC3=O)cc2)cc1 | 23% | 1% | . | -3% | 2% | . | 11%
CCC(C)C(=O)N1CCc2cc(-c3csc(N)n3)ccc21 (stereo not drawn) | 17% | 5% | -110%[inhibitor][10 µM] | 7% | 5% | 4% | -20%
O=C(Nc1ccccc1C(=O)N/N=C/c1ccco1)c1ccccc1 | 4% | -3% | 21%[10 µM] | 6% | 2% | -2% | 9%
CC(C)CCn1c(SCC(=O)c2ccccc2)nc2c1c(=O)[nH]c(=O)n2C | 0% | -6% | -17% | -5% | 3% | 6% | 3%
CC(C)(C)c1ccc(OCc2ccc(C(=O)N3CCOCC3)o2)cc1 | 2%[9.22 µM] | -6% | 3%[10 µM] | -4% | -7% | . | -14%
Cc1ccsc1CNn1cnnc1SCc1ccccc1F | -4% | -6% | 15%[10 µM] | -7% | 10% | 3% | .
COc1ccc(CCNc2c3ccccc3nc3ccccc23)cc1OC | 11%[9.22 µM] | ? | -12%[10 µM] | . | 0% | . | 2%
Nc1nc(-c2ccccc2)[nH]c(=O)c1N | -3% | -4% | . | -1% | 5% | -5% | 7%
CC1=C(C)C(=O)C(CCCCC#CCCCC#CCO)=C(C)C1=O | 26%&21% | -5%&0%&-2% | 9% | -4%[15.4 µM] | ? | ? | -18%
CCOc1ccc2[nH]c(=O)c(C(c3nnnn3C3CCCCC3)N3CCN(C)CC3)cc2c1 (stereo not drawn) | -22% | -1% | -8% | ? | 0% | 0% | 3%
O=C(Nc1ccc(Oc2ccccc2)cc1)c1ccc(Cn2c(=O)[nH]c3ccsc3c2=O)cc1 | -16% | 5% | . | -12% | -1%[2.36 µM] | 19% | -4%
COC(=O)c1ccccc1S(=O)(=O)Nc1ccc2cn[nH]c2c1 | -3% | 7% | 0% | 8% | -1% | -2% | -1%
CC(C)CC(COCc1cccc(Cl)c1)N1CCN(C(=O)c2cccc(C(F)(F)F)c2)CCC1=O (stereo not drawn) | 2% | 2% | . | 8% | 1%[2.36 µM] | ? | -7%
Cc1c(C(=O)Nc2cccc(N(C)S(C)(=O)=O)c2)cccc1[N+](=O)[O-] | 3%[9.22 µM] | -4% | 2%[10 µM] | . | 12% | . | 10%
Cc1noc(NS(=O)(=O)c2ccc(NC(=O)c3ccc(Br)o3)cc2)c1C | -8% | 2% | -3%[10 µM] | 1% | -2% | 17% | 2%

5 of the compounds above, with two lines to a compound:
Results follow in this order: HttQ103 aggreg | GAA spleen mod | HTT cytoprotect | GAA inh | CBFb RUNX1 block | Lamin A splicing | GAA glycogen
Cc1ccc2cc(CN(CC3CCCO3)C(=O)C(C)C)c(=O)[nH]c2c1 (stereo not drawn)
  14% | -7% | 27%[10 µM] | 3% | 4% | -13% | 0%
COC(=O)c1ccc(CNC(=O)c2c3c(nc4ccccc24)CCN(Cc2ccccc2)C3)cc1
  2% | 3% | 8%[10 µM] | 2% | 0% | 2% | 11%
Cn1c(=O)[nH]c(=O)c2c1nc(Br)n2CCC(=O)c1ccccc1
  -5% | 0% | 9%[10 µM] | -6% | 17% | 3% | -7%
O=C(NCCc1c[nH]c2ccccc12)C1CCC(Cn2c(=S)[nH]c3ccccc3c2=O)CC1 (stereo not drawn)
  ? | -3% | -26%[10 µM] | 7% | -6% | -17% | -3%
CN(C)S(=O)(=O)N1CCN(CC(O)COc2ccc(C(=O)c3ccccc3)cc2)CC1 (stereo not drawn)
  1% | -4% | -15% | -2% | 1% | ? | -2%
